Screening results: PubChem BioAssay, National Center for Advancing Translational Sciences (NCATS)
Imprint erasure = induces erasure of genomic imprints in mouse ES cells | mouse ES Peg3-LacZ reporter, beta-gal luminescence, 40 h | Potency, µM (top dose mostly 60.7 µM), inactives show at the top dose activity change, positive = activation, actives largely listed as activators | 110,000 tested, 0.02% active;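 note: 0% = negative control wells on the plate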
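Gelatin-coated wells received 300 freshly trypsinized female ES cells with a Peg3LacZ-Neo reporter on the maternal allele, then incubated 40 hours at 37C. BetaGlo was added for 5 minutes at room temperature before a single luminescence read.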
p53ts 39C kill = kills p53ts cells at the nonpermissive temperature; H1299-p53A138V viability at 39C, ATP luminescence, 24 h; Potency, µM (top dose mostly 46.1 µM), without a hit: at the highest dose activity change, negative = cell killing, usual class: cytotoxic; 130,000 tested, 1.5% active; AID 902; note: nearly all actives have a fitted effect of over 55% in size
p53ts 32C kill = kills p53ts cells at the permissive temperature; 130,000 tested, 0.93% active; Potency, µM (doses to about 46.1 µM), without a hit: at the top dose activity change, negative = cytotoxicity, most hits filed as cytotoxic; H1299-p53A138V at 32C, ATP luminescence viability, 24 h;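 note: 0% = DMSO and -100% = full killing by reference compound; nearly all actives have a fitted effect of over 55% in size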
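H1299-p53 A138V cells (temperature-sensitive p53) exposed 24 h to up to 46 uM compound at 32C, where p53 is wild-type in conformation. Viability read as ATP luminescence and normalised to DMSO and 100 uM tamoxifen. AC50 fitted with the Hill equation.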
IkB sig inh = suppresses IkB signaling in ABC-DLBCL reporter cells. ABC-DLBCL IkBa-CBG/CBR dual luciferase ratio, 4 h; response scale: scaled: untreated 0%, proteasome inhibitor 100%. Potency, µM (top dose mostly 57.1 µM), inactives show top-dose IkBa stabilization activation. 110,000 tested, 0.04% active. AID 445; active = well fitted curve in the direction sought with a large enough effect in the signal ratio, not every such curve was filed as active; inconclusive = small, poorly fitted or top-dose-only effect, or a change in a side signal; the % refers to the signal ratio;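 note: the direction sought is a rising ratio; 0% = basal untreated cells and 100% = reference inhibitor full response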
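Curves were fitted separately to fusion (green), unfused (red) and ratio luminescence, then classed by r2, magnitude and activity. Cells: OCI-Ly3, 4 h compound plus doxycycline at 37C; 10 uM MG-132 defined full response.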
An asterisk follows results filed as active; ? = inconclusive; / = no result given; ! = a repeat was not active; [ ] = dose if it differs, or a comment. Unless noted, calls come from the whole dose curve; as a rule, active = well fitted curve in the direction sought with a large enough effect; inconclusive = small, poorly fitted or top-dose-only effect, or another doubt; inactive = no such curve, though single readings can be large; an effect the other way counts as inactive or inconclusive. Unless noted, % is set by controls: 0 for no effect and ±100 for the full control effect; potency is the fitted concentration of half-maximal effect.

1) COc1ccc(CCNc2nc(-c3ccc(C)cc3)cc(C(F)F)n2)cc1OC
2) Cc1ccc(-c2cc3c(n2-c2ccccc2F)CC(C)(C)CC3=O)cc1
3) COc1nc(Nc2ccc(O)cc2)nc(OC(C(F)(F)F)C(F)(F)F)n1
4) CCC1CCCCN1C(=O)CSc1nnc(-c2cccs2)o1 (centres undefined)
5) O=C1NC(=O)[C@@H]2C3c4ccccc4C=CN3[C@H](C(=O)c3cccs3)[C@H]12 (some centres undefined)
6) CCOc1ccccc1-c1nc(SCC(=O)O)n[nH]1
7) Cc1nc2c(C(=O)NCCCN(CC(C)C)CC(C)C)cnn2c(C)c1Cc1c(F)cccc1Cl
8) O=c1c(-c2ccc(Cl)cc2)nc2cnc(N3CCNCC3)nc2n1Cc1ccc(F)cc1

compound no.	1	2	3	4	5	6	7	8
Imprint erasure	-15%[10.9 µM]	-9%[10.9 µM]	-16%	-12%	-1%	-1%	-17%[10.9 µM]	/
p53ts 39C kill	?	-5%	2%	-28%	-5%	-2%	-2%	?
p53ts 32C kill	-1%	2%	43%[activator]	-16%	-1%	2%	8%	?
IkB sig inh	-2.0%	?	2.2%	-0.6%	8.5%	-1.0%	?	-1.3%[11.4 µM]

Reprinted at random: three compounds from above
5) O=C1NC(=O)[C@@H]2C3c4ccccc4C=CN3[C@H](C(=O)c3cccs3)[C@H]12 (some centres undefined)
4) CCC1CCCCN1C(=O)CSc1nnc(-c2cccs2)o1 (centres undefined)
2) Cc1ccc(-c2cc3c(n2-c2ccccc2F)CC(C)(C)CC3=O)cc1

compound no.	5	4	2
Imprint erasure	-1%	-12%	-9%[10.9 µM]
p53ts 39C kill	-5%	-28%	-5%
p53ts 32C kill	-1%	-16%	2%
IkB sig inh	8.5%	-0.6%	?

More records follow:
9) CC(=O)c1cccc(NC(=O)C2CC(=O)N(c3cccc(C)c3C)C2)c1 (centres undefined)
10) O=c1c2cccnc2n(Cc2ccccc2F)c(=O)n1Cc1ccccc1Cl
11) COc1ccc(CCC(=O)NCc2nc3cccnc3n2Cc2ccc(F)cc2)cc1
12) CCOc1cc(-c2ccc3c(c2)OCO3)cc(=O)c2c(C)oc(C)c12
13) Cn1c(=NC(=O)CSCC(=O)N2CCOCC2)sc2ccccc21
14) COC(=O)c1c(C#N)c(N)nc2c1CCCC2
15) CC(C)CCOCC(=O)Oc1ccccc1C(=O)O
16) Cc1cc(C)c(NC(=O)CSc2nc(C)cc(C)c2C#N)c(C)c1

compound no.	9	10	11	12	13	14	15	16
Imprint erasure	-5%	7%[10.9 µM]	-10%[10.9 µM]	?	-5%	8%	-4%	19%[10.9 µM]
p53ts 39C kill	0%	-20%	-4%	0%	-8%	0%	-11%	-4%
p53ts 32C kill	17%	-1%	3%	3%	-4%	11%	-7%	0%
IkB sig inh	0.2%	-0.2%	0.8%	2.5%	1.0%	-2.3%	-0.3%	-2.7%

17) CCCCSc1ncc(C(=O)OCC)c(N)n1
18) O=C1CC(c2cccc(Cl)c2)CC(O)=C1C=NCCCO (centres undefined)
19) CC(=C1C(=O)c2ccccc2C1=O)N1CCN(c2ccccn2)CC1
20) CC(C)(C)C1CCc2c(sc(NC(=O)Cn3nnc(-c4ccccc4F)n3)c2C#N)C1 (centres undefined)
21) CC(NC(=O)C1CCCCC1)c1ccc2c(c1)OCCO2 (centres undefined)
22) COc1ccc(CNC(=O)CN2CCC(C(=O)c3ccc(OC)cc3)CC2)cc1
23) COc1ccc(CCNS(=O)(=O)c2cccs2)cc1
24) O=C(CC1C(=O)NCCN1C(=O)c1ccc(F)cc1)OCc1ccccc1 (centres undefined)

compound no.	17	18	19	20	21	22	23	24
Imprint erasure	/	-10%	-17%	-5%[10.9 µM]	-11%	-17%	5%	-5%
p53ts 39C kill	4%	-15%	8%	20%	10%	-17%	18%	17%
p53ts 32C kill	-5%	-5%	-3%	-3%	16%	-14%	2%	1%
IkB sig inh	/	-0.8%	5.5%	?	-1.1%	3.3%	3.5%	0.1%

A few values from the entries so far:
CC(C)(C)C1CCc2c(sc(NC(=O)Cn3nnc(-c4ccccc4F)n3)c2C#N)C1 (centres undefined) | p53ts 32C kill = -3%
CC(NC(=O)C1CCCCC1)c1ccc2c(c1)OCCO2 (centres undefined) | IkB sig inh = -1.1%
O=C1CC(c2cccc(Cl)c2)CC(O)=C1C=NCCCO (centres undefined) | p53ts 39C kill = -15%

Continuation:
25) CCCc1nnc(NC(=O)CSc2ncn[nH]2)s1
26) CC(C)(C)NC(=O)C1CC(=O)OC12CCCCC2 (centres undefined)
27) Cc1ccc(-n2cnc3cc(C(=O)NC4CCCCCC4)ccc32)cc1Cl
28) c1csc(-c2nn3c(-c4ccncc4)nnc3s2)c1
29) CCC(C)NC(=O)CSc1nc2cc3c(cc2c(=O)n1CCCCCC(=O)NCc1ccc(OC)cc1)OCO3 (centres undefined)
30) Cc1ncoc1C(=O)Nc1ccccc1C(N)=O
31) Cc1ccccc1-c1nc(N2CCNCC2)c2ccccc2n1
32) CCOc1ccc(S(=O)(=O)NCc2ccc3c(c2)CCN3C(=O)c2ccc(C)cc2)cc1

compound no.	25	26	27	28	29	30	31	32
Imprint erasure	-14%	-15%	-8%[10.9 µM]	19%	-11%[10.9 µM]	-10%	-24%	-11%[10.9 µM]
p53ts 39C kill	14%	-13%	38%[activator]	-7%	-2%	-2%	-14%	-21%
p53ts 32C kill	-5%	1%	-1%	-15%	10%	-10%	6%	0%
IkB sig inh	4.7%	1.0%	1.2%	4.3%	-0.4%	7.8%	0.5%[11.4 µM]	1.9%

33) O=C(Cn1cccc1)N1CCc2ccccc21
34) Cc1cc(C)c(NC(=O)Cn2c(=O)c3cccn3c3ccccc32)c(C)c1
35) COc1cccc(-c2nc(SCC(=O)NCC3CCCO3)c(-c3ccc(Cl)cc3)[nH]2)c1 (centres undefined)
36) CCOC(=O)C1CCN(c2c(N3CCCC(C(=O)OCC)C3)c(=O)c2=O)CC1 (centres undefined)
37) Cc1ccc(CN2CCc3nc(N4CCN(C)CC4)ncc3C2)s1
38) O=C1c2ccccc2C(=O)N1Cc1nc2ccccc2c(=O)n1CCCN1CCOCC1
39) COc1cc(Nc2ncc3c(n2)CCN(Cc2ccc(OC(C)C)c(OC)c2)C3)cc(OC)c1
40) CS(=O)(=O)N(CC(=O)Nc1ccc2c(c1)OCCO2)Cc1ccccc1

compound no.	33	34	35	36	37	38	39	40
Imprint erasure	-8%	-15%[10.9 µM]	-5%[10.9 µM]	-5%	-7%[10.9 µM]	-6%	11%[10.9 µM]	-8%
p53ts 39C kill	-13%	?	-19%	9%	-12%	-5%	-25%	-4%
p53ts 32C kill	7%	29%	2%	18%	3%	-3%	-10%	11%
IkB sig inh	0.1%	?	?	-0.4%	-0.4%	-1.2%	?	5.5%

Entries by screen from the entries so far.
Imprint erasure, entries 33 to 40 → -8%, -15%[10.9 µM], -5%[10.9 µM], -5%, -7%[10.9 µM], -6%, 11%[10.9 µM], -8%
p53ts 39C kill, entries 33 to 40 → -13%, ?, -19%, 9%, -12%, -5%, -25%, -4%
p53ts 32C kill, entries 33 to 40 → 7%, 29%, 2%, 18%, 3%, -3%, -10%, 11%

Carrying on:
41) O=c1c2oc3ccccc3c2n(Cc2ccc(Cl)cc2)c(=O)n1Cc1ccccc1
42) O=C(N/N=C/c1cccs1)c1cc(-c2cccc3ccccc23)n[nH]1
43) COc1ccc(CCNC(=O)CNCC2CCCO2)cc1OC (centres undefined)
44) Cc1cc(C)c2[nH]c(=O)c(C(c3nnnn3CC3CCCO3)N3CCCC(C)C3)cc2c1 (centres undefined)
45) Cc1ccc(-c2nnn(CC(=O)N(CC(=O)NCC3CCCO3)c3ccccc3)n2)o1 (centres undefined)
46) Cc1cccc(NC(=O)c2cc3c([nH]c2=O)CC(c2ccccc2)CC3=O)c1 (centres undefined)
47) COc1ccccc1CNC(=O)c1cc2sccc2n1Cc1ccc(F)cc1
48) Cc1ccc(NC(=O)Cn2c(=O)n(Cc3nc(C)no3)c(=O)c3cc4c(cc32)OCO4)c(Cl)c1

compound no.	41	42	43	44	45	46	47	48
Imprint erasure	?	/	-1%	6%	-9%	-6%[10.9 µM]	?	-4%[10.9 µM]
p53ts 39C kill	4%	?	12%	-6%	4%	-19%	11%	-2%
p53ts 32C kill	5%	-1%	11%	-5%	12%	7%	15%	10%
IkB sig inh	-0.7%	/	-0.8%	1.5%	?	0.4%	1.4%	-0.1%

49) COc1cccc(-c2csc(-c3c(N)c(C(=O)c4ccccc4)n4ccccc34)n2)c1
50) CCC1=C2CC[C@H]3C(=O)N(C)C(=O)[C@H]3[C@H]2[C@@]2(C)C(=O)N(CC3CC3)C(=O)N2C1=O
51) COc1ccc(Cl)cc1S(=O)(=O)Nc1cccc(C(=O)O)c1
52) CC(=O)N(c1ccc(N(C(C)=O)S(=O)(=O)c2cccs2)cc1)S(=O)(=O)c1cccs1
53) Cc1ccc(Cn2c(CNC(=O)Cc3cccc(C)c3)nc3cccnc32)cc1
54) Cc1cc2c(cc1NC(=O)c1ccccc1C)n(C)c(=O)c(=O)n2C
55) CCOC(=O)c1c(NC(=O)c2nc(SCC)ncc2Cl)sc2c1CCCC2
56) Cc1ccc(Cl)cc1NC(=O)Nc1c(C)n(C)n(-c2ccccc2)c1=O

compound no.	49	50	51	52	53	54	55	56
Imprint erasure	-10%[10.9 µM]	-5%	11%	0%	5%[10.9 µM]	-8%[10.9 µM]	4%[10.9 µM]	6%[10.9 µM]
p53ts 39C kill	3%	12%	1%	-1%	-8%	-5%	2%	2%
p53ts 32C kill	2%	5%	3%	-4%	6%	4%	4%	2%
IkB sig inh	?	/	0.8%	0.2%	3.4%	-1.1%	-0.9%	-1.0%

57) COc1ccc(N2CCN(C(CNS(=O)(=O)c3cccs3)c3cccnc3)CC2)cc1 (centres undefined)
58) CCN1C(=O)c2ccccc2S(=O)c2ccc(C(=O)N3CCN(c4ccccc4)CC3)cc21 (centres undefined)
59) O=C(Cc1ccc(Cl)cc1)NCC(c1cccs1)S(=O)(=O)c1ccc(Cl)cc1 (centres undefined)
60) CN1CCCC1CCNS(=O)(=O)c1ccc(Br)cc1 (centres undefined)
61) O=C(CN(CCO)c1ccccc1)NC12CC3CC(CC(C3)C1)C2
62) CNCCC=C1c2ccccc2CCc2ccccc21
63) Cc1ccccc1Nc1c(-c2ccc(N3CCOCC3)cc2)nc2ccc(Cl)cn12
64) CCOC(=O)c1[nH]c(C)c(CN(Cc2ccco2)C(=O)C(F)(F)F)c1C

compound no.	57	58	59	60	61	62	63	64
Imprint erasure	-16%	3%[10.9 µM]	3%[10.9 µM]	/	-2%	-36%[inhibitor]	-30%[inhibitor][10.9 µM]	-13%
p53ts 39C kill	-13%	-12%	22%	-5%	-26%	20µM*!	10µM*	-2%
p53ts 32C kill	5%	3%	12%	-18%	-4%	20µM*!	?	-15%
IkB sig inh	1.1%	4.3%	?	/	2.7%	0.1%[11.4 µM]	?	2.6%
